Assay outcomes (PubChem)
KDM5B inh: blocks human KDM5B histone demethylase activity; Q9UGL1; KDM5B demethylase, FDH-coupled NADH fluorescence (FDH is formaldehyde dehydrogenase); Potency, µM (series often up to 57.7 µM), for inactives: at the top dose activity change, negative = inhibition, most hits filed as inhibitors; actives 2.6% (n = 220,000); AID 1347165; active = well fitted inhibition curve with a large enough effect; inconclusive = small, poorly fitted or top-dose-only effect; inactive = no such curve, though single readings can be large or run the other way; note: 0% is about no effect; nearly all actives have a fitted effect of over 70% in size
Target sequence (Q9UGL1 whole entry, looked up): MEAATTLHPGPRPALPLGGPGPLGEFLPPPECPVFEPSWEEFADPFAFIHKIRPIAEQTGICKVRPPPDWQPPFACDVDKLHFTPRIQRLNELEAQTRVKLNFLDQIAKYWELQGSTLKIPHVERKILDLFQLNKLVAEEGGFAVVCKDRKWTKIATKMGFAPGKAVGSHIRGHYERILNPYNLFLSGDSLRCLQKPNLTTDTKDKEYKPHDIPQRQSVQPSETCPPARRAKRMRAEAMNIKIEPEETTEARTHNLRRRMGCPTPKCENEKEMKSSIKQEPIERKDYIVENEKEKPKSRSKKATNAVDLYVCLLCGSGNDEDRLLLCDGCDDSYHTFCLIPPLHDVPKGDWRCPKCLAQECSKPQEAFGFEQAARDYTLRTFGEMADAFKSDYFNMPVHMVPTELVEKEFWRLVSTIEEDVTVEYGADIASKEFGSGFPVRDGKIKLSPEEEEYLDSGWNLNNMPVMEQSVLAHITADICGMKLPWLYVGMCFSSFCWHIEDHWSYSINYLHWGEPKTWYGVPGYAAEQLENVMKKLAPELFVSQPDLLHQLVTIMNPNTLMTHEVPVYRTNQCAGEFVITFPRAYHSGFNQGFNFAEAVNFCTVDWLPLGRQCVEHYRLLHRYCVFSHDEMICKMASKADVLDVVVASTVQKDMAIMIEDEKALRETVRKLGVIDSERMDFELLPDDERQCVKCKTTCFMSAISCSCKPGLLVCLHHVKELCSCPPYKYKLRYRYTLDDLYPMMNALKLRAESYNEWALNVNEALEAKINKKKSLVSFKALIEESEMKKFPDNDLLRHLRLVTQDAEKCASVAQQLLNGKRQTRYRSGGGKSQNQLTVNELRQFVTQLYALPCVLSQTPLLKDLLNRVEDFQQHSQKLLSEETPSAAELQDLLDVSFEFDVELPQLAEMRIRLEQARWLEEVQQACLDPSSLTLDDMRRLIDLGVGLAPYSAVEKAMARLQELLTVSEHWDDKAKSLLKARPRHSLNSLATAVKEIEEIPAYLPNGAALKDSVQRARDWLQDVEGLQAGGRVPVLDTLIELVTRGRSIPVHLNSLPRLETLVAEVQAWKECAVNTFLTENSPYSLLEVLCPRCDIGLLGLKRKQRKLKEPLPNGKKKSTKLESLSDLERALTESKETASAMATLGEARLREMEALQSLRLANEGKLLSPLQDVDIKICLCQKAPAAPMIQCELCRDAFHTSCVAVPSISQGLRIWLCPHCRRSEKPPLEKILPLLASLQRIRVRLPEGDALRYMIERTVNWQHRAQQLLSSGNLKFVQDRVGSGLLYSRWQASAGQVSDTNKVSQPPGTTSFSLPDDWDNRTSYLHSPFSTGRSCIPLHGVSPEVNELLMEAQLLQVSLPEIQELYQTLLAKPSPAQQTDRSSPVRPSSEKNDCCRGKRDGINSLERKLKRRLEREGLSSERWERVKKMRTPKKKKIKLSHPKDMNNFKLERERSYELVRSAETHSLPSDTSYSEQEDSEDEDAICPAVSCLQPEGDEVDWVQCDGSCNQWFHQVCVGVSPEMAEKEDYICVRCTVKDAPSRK
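Compound dilutions met 200 nM (final) KDM5BΔAP for 10 min at room temperature before substrate addition. The substrate mix held 12.5 µM H3K4me3 with cofactors 25 µM α-ketoglutarate and 50 µM Fe²⁺. NADH signal gain over 30 min defined activity.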
* hit, by the source's call; i = inactive; ? = inconclusive; & = joins results of further samples; [ ] = remark or other dose. Potency is the fitted concentration of half-maximal effect.

SMILES | KDM5B inh
O=C(CCc1nc2ccccc2[nH]c1=O)OCc1cccc(Cl)c1 | ?
CC1Oc2ccc(NC(=O)Cc3cccs3)cc2CN(Cc2ccc(Cl)cc2)C1=O (centres undefined) | ?
Cc1csc2nc(COC(=O)c3cccc(NC(=O)c4cccc(Cl)c4)c3)cc(=O)n12 | ?
O=C(CCc1ccnc(N2CCCC2)c1)NCc1cccc(Cl)c1 | ?
Cc1cc(C(=O)N2c3ccccc3CC2c2nc(C3CC3)no2)nn1C (centres undefined) | -8%
COc1ccc(-c2cn[nH]c2-c2ccc(OCCN3CCCCC3)cc2O)cc1 | -20%
CC(C)C(=O)N1N=C(c2ccc(NS(C)(=O)=O)cc2)CC1c1ccc(F)cc1 (centres undefined) | i
CN(C)CCCN(Cc1ccccc1)C(=O)c1nn(C)c(=O)c2ccccc12 | ?
Cc1cc(C)c(NC(=O)CCNC(=O)Cc2ccccc2)c(C)c1 | 9%
COc1ccccc1CCNC(=O)c1cccc(N2CCCCS2(=O)=O)c1 | 11%
CCC1CCCCN1C(=O)CCn1cnc2c1c(=O)n(C)c(=O)n2C (centres undefined) | 1%
CCc1nnsc1C(=O)N(C)CCOc1cc(C)cc(C)c1 | 18%
COc1ccc(NC(=O)COc2ccc3c(C)c(C)c(=O)oc3c2)cc1OC | 11%
CC[C@@]1(C(=O)O)C[C@H](C(=O)NCCCO)[C@H](c2ccc(OC)cc2)N1C | ?
CC(=O)Nc1cccc2ccc(OCc3nnc(C(=O)N4CCC[C@@H]4c4ccc(Br)cc4)n3Cc3ccccc3)cc12 | ?
CC(C)(O)CCc1cccc(C(=O)N2CCC(CCn3cccn3)CC2)c1 | 16%
CN1CCOC(CNC(=O)Cc2ccccc2F)C1 (centres undefined) | ?
COc1ccc(C(=O)NC(=S)Nc2cccc3ncccc23)cc1[N+](=O)[O-] | -15%
COc1ccc(N2CCN(C(=O)Cc3c(C(=O)O)c(C)cn3C)CC2)cc1 | -29%
Fc1ccc(COc2ccc(-c3nnco3)cc2)cc1 | -6%
O=C1NC2(CCN(C(=O)c3ccccn3)CC2)COc2ccccc21 | -2%[86.2 µM]
O=c1cc(CCl)c2c(ccc3ccccc32)o1 | ?
N#CCCN(CCC#N)C(=O)c1cccs1 | 27%
Cc1cc(C)c(C(=O)CCCC(=O)O)c(C)c1 | 23%
COc1cccc(-c2nc(CS(=O)(=O)CC(=O)Nc3ccc(C)c(Cl)c3)c(C)o2)c1 | -3%

Remaining list, next part:
SMILES | KDM5B inh
NC(=S)N/N=C1\CCCc2ccccc21 | ?
CCC(=O)N(CCC1(C(C)C)CCOC(C)(C)C1)C(C)c1cccs1 (centres undefined) | 13%
Cc1noc([C@@H]2CN(Cc3cccc(F)c3F)C[C@H]2CO)n1 | -5%
N#Cc1ccccc1COc1ccc(C(=O)c2ccc(F)cc2)cc1 | -3%
Fc1ccc(Nc2cc3c(cn2)CN(Cc2ccncc2)CCN3)cc1Cl | -18%[86.2 µM]
COc1ccc(-c2ccc(=O)n(CC(=O)N3CCCC3)n2)c(F)c1 | -22%
Cc1cc(C)n(C)c(=O)c1C(=O)N[C@@H]1COCC[C@@H]1OCc1ccccc1 | -10%
COc1ccc(S(=O)(=O)N2CCOCC2)cc1NC(=O)c1cc2c(C)nn(CC(C)C)c2s1 | 7%
CC(C)(C)NC(=O)/C(=C\c1ccc(-c2ccc(Cl)cc2Cl)o1)NC(=O)c1ccccc1 | 0%
CC(=O)c1ccc(NC(=O)Cn2c(=O)oc3cc(S(=O)(=O)N4CCCCC4)ccc32)cc1 | ?
Cc1ccc(-n2ncc(C(=O)NCc3ccco3)c2C2CCN(C(=O)OC(C)(C)C)CC2)c(C)c1 | -29%
O=C(COc1ncnc2ccc(Br)cc12)N1CCCCC1 | -13%
COc1ccccc1OCC(=O)Nc1ccc2oc(C)nc2c1 | -9%
COc1ccc(CC(=O)N2CC[C@H](CO)[C@H](O)C2)c(OC)c1 | -5%
COc1ccc(-c2cc(C)no2)cc1S(=O)(=O)N1CCOc2ccc(Cl)cc21 | -3%
Cn1cccc1CN1CC(Oc2ccc3c(c2)OCO3)C1 | ?
CCN1c2cc(C(=O)NCc3ccc(OC)cc3)ccc2C(=O)N2CCCCC21 (centres undefined) | ?
CCCCC(=O)Nc1c(S(=O)(=O)c2ccccc2)c(C)c(C)n1CCOC | 12%
COCCOC1CCN(C(=O)Nc2cccc(C)c2)CC1 | 11%
Cn1nc(C2CCN(C(=O)c3cncc(Br)c3)CC2)c2c1CCOC2 | -14%
CCCNc1c(NC(=O)c2ccc(OC)c(OC)c2)c(=O)oc2ccccc12 | 10%
Cn1cnc(C(=O)N2CCC(OC3CCN(Cc4cccnc4)CC3)CC2)c1 | -28%
COc1ccc(-c2ocnc2C(=O)Nc2ccc(Br)cc2F)cc1 | 0%
CC(=O)c1ccc(NC(=O)CC2Nc3cc(C)c(C)cc3NC2=O)cc1 (centres undefined) | ?
Cc1ccc(CN(C)C(=O)c2sc3nc(C(C)(C)C)nc(C)c3c2C)o1 | -17%

17 successive compounds out of the list so far:
SMILES | KDM5B inh
CC(C)(C)NC(=O)/C(=C\c1ccc(-c2ccc(Cl)cc2Cl)o1)NC(=O)c1ccccc1 | 0%
CC(=O)c1ccc(NC(=O)Cn2c(=O)oc3cc(S(=O)(=O)N4CCCCC4)ccc32)cc1 | ?
Cc1ccc(-n2ncc(C(=O)NCc3ccco3)c2C2CCN(C(=O)OC(C)(C)C)CC2)c(C)c1 | -29%
O=C(COc1ncnc2ccc(Br)cc12)N1CCCCC1 | -13%
COc1ccccc1OCC(=O)Nc1ccc2oc(C)nc2c1 | -9%
COc1ccc(CC(=O)N2CC[C@H](CO)[C@H](O)C2)c(OC)c1 | -5%
COc1ccc(-c2cc(C)no2)cc1S(=O)(=O)N1CCOc2ccc(Cl)cc21 | -3%
Cn1cccc1CN1CC(Oc2ccc3c(c2)OCO3)C1 | ?
CCN1c2cc(C(=O)NCc3ccc(OC)cc3)ccc2C(=O)N2CCCCC21 (centres undefined) | ?
CCCCC(=O)Nc1c(S(=O)(=O)c2ccccc2)c(C)c(C)n1CCOC | 12%
COCCOC1CCN(C(=O)Nc2cccc(C)c2)CC1 | 11%
Cn1nc(C2CCN(C(=O)c3cncc(Br)c3)CC2)c2c1CCOC2 | -14%
CCCNc1c(NC(=O)c2ccc(OC)c(OC)c2)c(=O)oc2ccccc12 | 10%
Cn1cnc(C(=O)N2CCC(OC3CCN(Cc4cccnc4)CC3)CC2)c1 | -28%
COc1ccc(-c2ocnc2C(=O)Nc2ccc(Br)cc2F)cc1 | 0%
CC(=O)c1ccc(NC(=O)CC2Nc3cc(C)c(C)cc3NC2=O)cc1 (centres undefined) | ?
Cc1ccc(CN(C)C(=O)c2sc3nc(C(C)(C)C)nc(C)c3c2C)o1 | -17%

The results go on:
SMILES | KDM5B inh
Cc1cc(C)nc(N/N=C/c2ccc(Cl)cc2)n1 | -28%
CN(C)C(CNC(=O)c1cn(C2CCC(N)CC2)nn1)c1ccccn1 (centres undefined) | -29%
CCCS(=O)(=O)NC[C@@H]1C=C(C)[C@H](Cc2nnc(-c3ccccc3F)o2)C[C@H]1C(C)C | -8%
CCOc1ccc(C(=O)CC2(O)C(=O)Nc3ccccc32)cc1 (centres undefined) | -9%
COc1ccc(N2CCN(C(=O)Cn3c(-c4cccc(Cl)c4)nc(C)c(CCO)c3=O)CC2)cc1 | -23%
CNC(=O)C(NC(=O)c1ccccc1)=C(C)C | 15%
CCN1CCC(N(Cc2ccc3c(c2)OCO3)C(=O)Nc2cccc(C)c2C)CC1 | 9%
Cc1cc(SCC(=O)NC2CCS(=O)(=O)C2)nc2c(C)cccc12 (centres undefined) | 20%
COc1ccc(C(=O)Nc2cc(-c3ccccc3)nn2-c2ccccc2)cc1 | ?
Cc1ccc(-c2cc3ncc4c(n3n2)-c2ccccc2OC4)cc1 | -11%&-27%
CCN(C(=O)COc1ncnc2ccccc12)c1cccc2ccccc12 | -10%
COc1ccc(OCC(O)CN2CCC(O)CC2)c(CN(C)Cc2csc(C)n2)c1 (centres undefined) | -22%
CCOc1ccc(CN2C[C@@H](NC(=O)c3cccnc3)C[C@H]2CO)cc1 | -21%
CCC(CC)CN1CCC2(CC1)CC1C(=O)N(CC)C(=O)N1C2 (centres undefined) | -17%
O=C(Nc1nc2c(s1)CCCC2)c1ccccc1F | ?
COc1ccc(C(=O)ON=C2CCCCC2)cc1Br | 10%
COc1cccc(-c2nnnn2[C@H]2CO[C@H]3[C@@H]2OC[C@@H]3NC(=O)c2ccc(C)cc2)c1 | 0%[86.2 µM]
O=C(Nc1ccc(-c2cnc(C3CC3)o2)cc1)c1cccc(F)c1 | -5%
CCOc1ccc(-c2cn3c(n2)sc2cc(C(=O)NCCCN(CC)CC)ccc23)cc1 | ?
O=C(NCc1cccs1)c1cccc2ccccc12 | -16%
COc1cccc(C(=O)NCC2CCCN(Cc3cnn(C)c3C)C2)c1OC (centres undefined) | -21%
COCc1cc(=O)n(CC(=O)Nc2cc(Cl)ccc2C)c(N2CCOCC2)n1 | -29%
COC(=O)c1sccc1S(=O)(=O)N1CCCC(N(C)CCc2ccccn2)C1 (centres undefined) | -5%
CC(=O)Oc1ccc(C2C(C#N)=C(N)OC3=C2C(=O)CC(C)(C)C3)cc1 (centres undefined) | 8%
CCOc1ccccc1CNC(=O)c1oc2c(c1C)-c1[nH]ncc1CC2 | ?

New compounds follow
SMILES | KDM5B inh
CCCCCCn1c(SCCC(=O)O)nc2c1c(=O)[nH]c(=O)n2C | 18%
CC1CCN(C(=O)c2cc3c(F)cccc3s2)CC1 | 19%
FC(F)(F)c1cccc2c(Cl)ccnc12 | -3%
Cc1ccc(C(=O)N2CC(Oc3ccc(F)c(C)c3)C2)cc1 | -2%[86.2 µM]
CN(C)c1ccc(C(=O)NC2CCN(c3cn[nH]c(=O)c3)CC2)cc1 | -1%
COC(=O)COc1ccc2c3c(c(=O)oc2c1)CCC3 | ?
CNS(=O)(=O)c1cn(CC(=O)N2CCN(c3ccc(Cl)cc3)CC2)cc1S(=O)(=O)NC | ?
CC(C)CC(=O)N1CCC(c2noc(-c3ccncc3)n2)C1 (centres undefined) | 6%
Cc1ccc(NC(=O)CN2C(=O)COc3ccc(S(=O)(=O)N4CCCCCC4)cc32)cc1Cl | -3%
Cc1nc(CN2CCN(S(=O)(=O)c3cc(Cl)ccc3Cl)CC2)cs1 | 4%
O=S1(=O)c2ccc(N3CCCC3)cc2Oc2ccccc2CN1Cc1cn(Cc2ccc(Cl)cc2)nn1 | 7%
O=C(c1ccccc1)C1CCN(c2ncc(C(F)(F)F)cc2Cl)CC1 | -22%
Cc1ccc(C)c(Cn2c(-c3cccs3)nc3ccccc32)c1 | ?
CC1CCc2c(nc3ccc4ccccc4c3c2-c2ccccc2O)C1 (centres undefined) | 39%[activator]
CN(C)C(=O)c1ccc2c(c1)N(CC(=O)NCc1ccc(F)cc1)C(=O)C1CCCCN21 (centres undefined) | -16%
CC(C)Oc1cccc(-c2nc(C(=O)Nc3ccc(F)cc3)cs2)c1 | ?
COc1ccc(C2c3ccc(O)cc3Oc3ncn(CCCO)c(=N)c32)cc1 (centres undefined) | -1%
CC(=O)c1cccc(N(CC(=O)NC2CCCC2)C(=O)CNC(=O)c2cccs2)c1 | 8%
COc1ccccc1NC(=O)c1ccc(Br)c(S(=O)(=O)N2CCCC2)c1 | -16%
CC(NC(=O)c1cc(-c2ccncc2)cn1C)c1ccc(F)cc1 (centres undefined) | ?
O=C(NC1CC1)c1cc(SCC(=O)N2CCOCC2)nc2ccccc12 | -18%
COc1ccc(Nc2oc(-c3ccccc3Cl)nc2C#N)cc1 | ?
COCC(=O)N(C1CCOCC1)C1CCN(S(=O)(=O)c2ccc(F)c(F)c2)CC1 | 12%
CNC(=O)c1cc[nH]c1C1CCCN(C(=O)Cc2c[nH]c3ccccc23)C1 (centres undefined) | 16%
CCCCn1cc(S(=O)(=O)c2cccc(C)c2)c(=O)c2cc(F)c(N3CCOCC3)cc21 | -4%

Carrying on:
SMILES | KDM5B inh
Cc1cc2oc(=O)cc(CN3CCC(C)CC3)c2c(C)c1Cl | 20%
Cc1cccc(C(=O)Nc2ccc(OCc3cc(=O)n4ccc(C)cc4n3)cc2)c1 | -15%
COc1ccc(CNC(=O)c2ccc(-c3nc(CSc4ccccc4)c(C)o3)cc2)c(OC)c1 | ?
Cc1ccc(Cn2c(=O)c3cccnc3n(CC(=O)Nc3cccc(C(F)(F)F)c3)c2=O)cc1 | ?
CCOc1cccc(CC(=O)N2CCc3c([nH]c4ccccc34)C2c2ccc(SC)cc2)c1OCC (centres undefined) | -13%
COc1ccc(NC(=O)c2nc(S(C)(=O)=O)ncc2N(Cc2ccc(C)cc2)Cc2ccco2)cc1Cl | -20%
Cc1ccccc1NC(=O)Nc1nnc(N2CCCCCC2)s1 | -6%
Cc1ccc(F)cc1NC(=O)CCc1ncc(-c2ccc(F)cc2)o1 | 13%
CC1CCCCN1C(=O)c1ccc2c(c1)N(Cc1cccc(Cl)c1)C(=O)c1ccccc1S2=O (centres undefined) | -18%
O=C(CSc1nc2cc([N+](=O)[O-])ccc2o1)Nc1ccc(F)cc1 | 0%
COc1cccc(CNC(=O)[C@@H]2C[C@@H](O)CN2C2CCN(C(=O)C3(c4ccccc4)CC3)CC2)c1 | -1%
COC1CCN(c2ccc(-c3nc(COc4ccccc4)no3)cn2)CC1 | 28µM*
O=C(O)c1cccc(NS(=O)(=O)c2ccc3c4c(cccc24)C(=O)N3)c1 | 7%
Cc1cn2c(=O)cc(COc3ccccc3NC(=O)c3ccccc3C)nc2s1 | -4%
CCOc1ccc(NC(=O)C2CCN(S(=O)(=O)c3ccc4c(c3)oc(=O)n4C)CC2)cc1 | -24%
CN(CC(=O)NCCc1ccccc1)Cc1ccco1 | 7%
COc1ccc(NC(=O)C2=C(C)Nc3ncnn3C2c2ccc(O)cc2)cc1 (centres undefined) | -4%
O=C(NC1CCCCC1)N1CCC(OC2CCN(Cc3ccccc3)CC2)CC1 | 32%

Only part of the results is shown, so the mix of outcomes need not match the whole.
